High-throughput results (PubChem BioAssay)
GAA glycogen = qHTS Assay for Inhibitors and Activators of Human alpha-Glucosidase Cleavage of Glycogen | Lysosomal alpha-glucosidase (Homo sapiens), P10253 | recombinant GAA, glycogen substrate, Amplex Red glucose oxidase fluorescence | Potency, µM (titrated, usually from 76.4 µM), for the others: top-dose activity change, negative = inhibition, actives largely listed as inhibitors | 300,000 compounds, 0.38% hits | AID 2100, 2009;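 further: 0% = full enzyme reaction and -100% = no-enzyme basal signal; the screen sought inhibitors and activators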
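Natural-substrate format: glycogen cleavage by 4 nM human enzyme, glucose read by Amplex Red coupling (Ex 573, Em 610 nm). Normalized to enzyme and no-enzyme controls.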
HTT ATP protect = qHTS Multiplex Assay to Identify Dual Action Probes in a Cell Model of Huntington: Cytoprotection (ATP); Potency, µM (top dose mostly 56.4 µM), for inactives: cytoprotection (ATP increase), hits mostly activators; 230,000 compounds, 0.14% hits; PC12 HTT-Q103 induced, cytoprotection, ATP luminescence, 40 h;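 further: % of control where 0% means no effect; nearly all actives have a fitted effect of over 45% in size; toxic huntingtin expression switched on by the ecdysone agonist tebufenozide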
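ATP quantification (ATPlite) reports survival of PC12 cells in which tebufenozide, 100 nM final, switches on Htt exon 1 with 103 glutamines linked to GFP; compounds are titrated.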
GAA inh = qHTS Assay for Inhibitors of Human alpha-Glucosidase as a Potential Chaperone Treatment of Pompe Disease; 200,000 compounds, 0.005% hits; Lysosomal alpha-glucosidase (Homo sapiens), P10253; purified human GAA, 4-MU-alpha-glucoside fluorescence; Potency, µM (doses to about 76.9 µM), inactives show top-dose activity change, negative = inhibition, hits mostly inhibitors;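 further: plate controls were uninhibited enzyme wells for no effect and no-enzyme background for full effect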
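Fluorescence at Ex 365/Em 440 nm from 4-methylumbelliferone reported enzyme activity after 20 min at room temperature. Reactions used 4 nM enzyme and 400 uM substrate at pH 5.0; curves fitted with the Hill equation.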
aGlu spleen mod = qHTS Assay for Inhibitors and Activators of Human alpha-Glucosidase From Spleen Homogenate. Lysosomal alpha-glucosidase (Homo sapiens), P10253. human spleen homogenate, 4-MU-alpha-glucoside fluorescence. Potency, µM (titrated, usually from 79.9 µM), inactives show at the top dose activity change, negative = inhibition, most hits filed as inhibitors. 240,000 compounds, 0.006% hits;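 further: 0% = enzyme with vehicle and -100% = no enzyme basal signal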
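Human spleen homogenate (1 ug) with 4-methylumbelliferyl-alpha-D-glucopyranoside (1 mM final) in 50 mM citrate/phosphate pH 5.0, 0.01% Tween-20; 40 min at 37 C. Stopped at pH 10; 4-MU fluorescence Ex 365/Em 440 nm; AC50 by Hill fit.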
RGS12 GoLoco inh = qHTS Assay for Inhibitors of RGS12 GoLoco Motif Activity (Red Fluorophore); Guanine nucleotide-binding protein G(i) subunit alpha-1 (Homo sapiens), P63096; Gai1:RGS12 GoLoco peptide FP, rhodamine, 10 min; Potency, µM (top dose mostly 61.6 µM), for inactives: at the highest dose activity, negative = inhibition, actives largely listed as inhibitors; 230,000 compounds, 0.44% hits; AID 880, 2007; active means well fitted inhibition curve with a large enough effect, not every such curve was filed as active; inactive means no such curve, though single readings can be large or run the other way; further: on the % scale 0 is the no-effect control and ±100 the full control effect; nearly all actives have a fitted effect of over 30% in size; many of its hits are not listed in these tables
Target sequence (P63096 whole entry, looked up): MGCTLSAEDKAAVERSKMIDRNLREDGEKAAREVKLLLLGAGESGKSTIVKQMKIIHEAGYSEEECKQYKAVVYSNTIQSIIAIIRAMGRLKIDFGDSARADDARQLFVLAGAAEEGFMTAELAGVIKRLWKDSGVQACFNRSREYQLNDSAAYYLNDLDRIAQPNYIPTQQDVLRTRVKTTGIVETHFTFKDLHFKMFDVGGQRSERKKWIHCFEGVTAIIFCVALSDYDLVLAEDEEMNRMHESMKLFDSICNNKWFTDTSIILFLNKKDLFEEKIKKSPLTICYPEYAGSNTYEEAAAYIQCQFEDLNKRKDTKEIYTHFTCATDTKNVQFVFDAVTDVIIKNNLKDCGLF
HttQ103 aggreg = qHTS Multiplex Assay to Identify Dual Action Probes in a Cell Model of Huntington: Aggregate Formation (GFP) | Potency, µM (top dose mostly 46.1 µM), for the others: at the highest dose activity change, negative = inhibition, hits mostly inhibitors | PC12 HttQ103-GFP aggregates, Acumen cytometry, 40 h | 220,000 compounds, 1.1% hits | AID 1688, 2009; further: on the % scale 0 is the no-effect control and ±100 the full control effect; nearly all actives have a fitted effect of over 60% in size
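PC12 cells with ecdysone-inducible HTT exon1 Q103-GFP, induced by 100 nM tebufenozide, given compounds in a concentration series. GFP aggregates (1–25 um, 6 SD above background) counted in lysates by laser-scanning cytometry, 488 nm excitation.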
IMPase Li inh = qHTS Assay for Identifying the Cell-Membrane Permeable IMPase Inhibitors: Potentiation with Lithium; 210,000 compounds, 0.35% hits; AID 1457, 2008; Potency, µM (doses to about 59.4 µM), inactives show at the highest dose activity, negative = IMPase inhibition, most hits filed as inhibitors; CHO-M1 cells, IP1 TR-FRET (IP-One), carbachol + lithium;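 further: IP1 builds up when IMPase is blocked and the TR-FRET signal falls; plate controls were basal vehicle for no effect and high inhibitor control for full effect; nearly all actives have a fitted effect of over 50% in size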
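CHO cells stably expressing M1 receptor (2000/well, cultured 16–30 h) treated 30 min at 37C with compound plus low lithium. Cytosolic IP1 by TR-FRET (665/620 ratio and 620 channel) after 10 min lysis; AC50 by Hill fit.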
Active calls of the source: *; ? = inconclusive; . = no result given; [ ] = remark or other dose. Unless noted, the call rests on the fitted dose curve; in most records, active means well fitted curve in the direction sought with a large enough effect; inconclusive means small, poorly fitted or top-dose-only effect, or another doubt; inactive means no such curve, though single readings can be large; an effect the other way counts as inactive or inconclusive. Potency means the concentration at half of the fitted maximal effect. A portion of the library. The share of hits here may be higher or lower than overall.

SMILES	GAA glycogen	HTT ATP protect	GAA inh	aGlu spleen mod	RGS12 GoLoco inh	HttQ103 aggreg	IMPase Li inh
CC(=O)c1c(OC(=O)c2ccccc2)c2ccccc2n1C	-8%	0%	-15%	-2%	1%	-5%	17%[38.3 µM]
CN1CCN(CCCNC(=O)Cn2nc(-c3ccccc3)ccc2=O)CC1	3%	-1%[0.074 µM]	-7%	-9%	14%	-6%	23%[38.3 µM]
CCOC(=O)Nc1sc(=S)n(C)c1C	7.9µM*	12%[10 µM]	3%	8%	-3%	-18%	9%
O=C(CCn1nnc(-c2cccs2)n1)N1CCc2ccccc2C1	-1%	-6%[10 µM]	-7%	-6%	19%	5%	48%[activator][38.3 µM]
COc1ccc(NC(=O)C(NC(=O)Cc2cccs2)c2ccc(C)cc2)cc1 (stereo not drawn)	4%	-2%[10 µM]	5%	-1%	3%	1%	-4%
COC(c1ccccc1)c1nnc(CCC(=O)NCCCc2ccccc2)o1 (stereo not drawn)	-9%	14%[10 µM]	-13%	5%	-2%	3%[9.22 µM]	12%
O=C(CCl)NNC(=O)c1c(O)c2ccccc2[nH]c1=O	2%	-1%[10 µM]	-1%	1%	1%	8%[9.22 µM]	.
COCC(C)NCc1cccc(C)c1 (stereo not drawn)	0%	-6%	-9%	-11%	-5%	-1%	-4%[38.3 µM]
O=S(=O)(NCC(c1cccnc1)N1CCN(c2ccccc2F)CC1)c1cccs1 (stereo not drawn)	-21%	11%[10 µM]	-4%	-3%	2%	9%	33%[activator][38.3 µM]
COc1ccc(CCNC(=S)Nc2ccccc2)cc1	-4%	7%[10 µM]	-6%[15.4 µM]	2%	3%	-10%[9.22 µM]	.
CCOc1ccccc1CNC(=O)C1CCN(c2nc3ccccc3o2)CC1	1%	1%	8%	2%	.	-24%	.
COc1cccc(/C=N/NC(=O)CN2C(=O)NC3NC(=O)NC32)c1 (stereo not drawn)	-4%	-10%[10 µM]	6%	1%	-1%	-10%	18%
O=C(N/N=C/c1ccc(OC(F)F)cc1)c1cccc(S(=O)(=O)N2CCOCC2)c1	20%	-15%[10 µM]	-3%	-7%	2%	-13%[9.22 µM]	6%
CN(C)S(=O)(=O)N1CCC(Cc2ccccc2)CC1	5%	-12%[10 µM]	-5%	2%	-10%	-5%	6%
O=C(NC1CCS(=O)(=O)C1)C1CCCN(S(=O)(=O)c2ccc(Cl)cc2)C1 (stereo not drawn)	3%	10%[1.9 µM]	-3%	4%	0%	5%	-2%
CN1CCNC(=O)C1CC(=O)N1CC=C(c2ccc(F)cc2)CC1 (stereo not drawn)	4%	-22%	1%	-4%	4%	8%	2%
COc1cnc(-c2ccccn2)nc1Sc1ccc(F)cc1	5%	5%[10 µM]	-3%	-5%	2%	?	12%
O=C(NCCCN1CCN(CCCNC(=O)c2cccc(Cl)c2)CC1)c1cccc(Cl)c1	1%	-7%[10 µM]	-11%	2%	10%	26%	3%
O=C(CCCN=C1NS(=O)(=O)c2ccccc21)OCc1cc([N+](=O)[O-])cc2c1OCOC2	2%	-24%	12%	8%	0%	-6%	-2%
CC(C)c1cc(C(=O)N2CCCC(CCC(=O)NCc3ccccc3F)C2)n(C)n1 (stereo not drawn)	-9%	.	13%	4%	8%	.	14%
Cc1ccc(N2CC(C(=O)Nc3nnc(C)s3)CC2=O)cc1 (stereo not drawn)	-6%	-5%	2%	-3%	3%	-12%	-1%
Cc1nn(C)cc1S(=O)(=O)N1CCN(Cc2ccccc2Cl)CC1	6%	-102%[inhibitor]	-5%	-4%	14%	6%	-3%
COc1ccccc1-c1nc(SC)n[nH]1	-4%	-6%	2%	-21%	7%	17%	2%
CC(=O)NC1=NC(=O)/C(=C/N2CCOCC2)S1	-6%	-1%	-4%	-2%	7%	?	40%[activator][38.3 µM]
O=C(CSc1nc2c(c(=O)n1-c1ccccc1)SCC2)N1CCOCC1	14%	2%[10 µM]	4%	-5%	7%	0%	3%

Following part:
SMILES	GAA glycogen	HTT ATP protect	GAA inh	aGlu spleen mod	RGS12 GoLoco inh	HttQ103 aggreg	IMPase Li inh
Cc1cccc(OCCCC(=O)Nc2ccc(N3CCCCC3)cc2)c1C	-1%	2%	-2%	-8%	6%	20%	2%[38.3 µM]
O=C(COC(=O)c1ccc(O)cc1O)NCCN1C(=O)CSC1=O	-7%	21%[10 µM]	.	-3%	-1%	-5%[9.22 µM]	.
O=C(Cn1c(=O)oc2ccccc21)N(Cc1ccccc1)C1CCS(=O)(=O)C1 (stereo not drawn)	-11%	-16%	-8%	-3%	-7%	10%	-2%[38.3 µM]
CC(C)NC(=S)N1CCN(S(C)(=O)=O)CC1	7%	1%[10 µM]	5%	-10%	2%	4%	-6%
O=C(Nc1ccon1)c1ccc(S(=O)(=O)N2CCOCC2)cc1	4%	-55%	-1%	-6%	-11%	14%	.
COC(=O)NCCOc1nc(N(C)C)nc(N(C)C)n1	3%	3%	-12%	-15%	-4%	3%	5%[38.3 µM]
Cc1ccc(CC(=O)NCc2ccc3c(c2)OCO3)cc1	3%	-31%	-1%	-9%	4%	7%	-14%[38.3 µM]
Nc1ccc(C(=O)OCC(=O)c2cccc([N+](=O)[O-])c2)cc1	10%	-30%[inhibitor]	7%	0%	-4%	3%	-14%
O=C1C2CCCN2C(=O)N1CCCCN1CCN(c2cccc(Cl)c2)CC1 (stereo not drawn)	2%	.	0%	4%	-4%	22%	2%
Nc1c(-c2ccccc2)cnn1-c1cccc(C(F)(F)F)c1	-10%	-8%[10 µM]	-4%	-3%	-2%	-13%	6%[38.3 µM]
CCOc1ccc(-n2c(=O)c3c(C)c(C)sc3n(CC(=O)NCc3ccco3)c2=O)cc1	0%	-31%	3%	5%	.	-13%	.
CCCn1c(/N=C/c2cc(OC)ccc2O)nc2ccccc21	-13%	-11%[0.074 µM]	-4%	5%	.	-5%	.
COc1ccc(C(c2nnnn2CCc2ccccc2)N2CCN(C3CCCC3)CC2)cc1 (stereo not drawn)	-10%	-15%[10 µM]	-5%	5%	.	6%	.
Cc1ccc(S(=O)(=O)CCC(=O)OCC(=O)N2CC(=O)Nc3ccccc32)cc1	-14%	-12%	-4%	11%	8%	-13%[9.22 µM]	9%[38.3 µM]
CCn1c(Cc2ccccc2)nnc1SCC(=O)Nc1ccccc1O	-1%	.	-4%	-5%	0%	29%	4%
O=c1ccc2c(OCCCCc3ccccc3)c3ccoc3cc2o1	.	-21%[1.9 µM]	.	-7%	17%	.	28%
COc1ccc(-c2nnc(SCC(=O)NCCc3ccccc3)o2)cc1	-5%	0%[10 µM]	-9%	-8%	8%	-6%	-2%
C[C@H](NC(=O)c1nc[nH]c1C(=O)NCc1ccc(CNC(=O)OC(C)(C)C)cc1)C(=O)OC(C)(C)C	4%	2%[10 µM]	.	-15%	7%	11%[9.22 µM]	21%
Cc1nnc(NC(=O)c2sc3nc(-c4cccs4)cc(C(F)(F)F)c3c2N)s1	-3%	-23%	-8%	-7%	53%[activator]	-31%	-23%[38.3 µM]
CCCCOc1ccccc1NC(=O)Cn1c(-c2nonc2N)nc2ccccc21	5%	-6%[10 µM]	0%	-11%	7%	-4%	20%[38.3 µM]
CC(=O)C1=C(c2cccc([N+](=O)[O-])c2)N(C(C)=O)n2c(C)nnc2S1	-1%	?	5%	6%	-4%	?	2%
Cn1c(=O)n(CC(N)=O)c2ccccc21	-13%	8%	3%	-5%	-14%	-15%	9%[38.3 µM]
Nc1c([N+](=O)[O-])c(=O)sc2ccccc12	5%	1%	3%	-2%	5%	4%	-4%
CC(c1nc2ccccc2c(=O)[nH]1)N1CCN(C)CC1 (stereo not drawn)	1%	-13%	0%	9%	12%	-15%	24%[38.3 µM]
CCCCN(C)CCCNC(=O)CCn1nc(-c2ccccc2)ccc1=O	-19%	-12%[0.074 µM]	-4%	7%	3%	4%	-5%[38.3 µM]

Overlap with the part before: 3 compounds, then new ones.
SMILES	GAA glycogen	HTT ATP protect	GAA inh	aGlu spleen mod	RGS12 GoLoco inh	HttQ103 aggreg	IMPase Li inh
Nc1c([N+](=O)[O-])c(=O)sc2ccccc12	5%	1%	3%	-2%	5%	4%	-4%
CC(c1nc2ccccc2c(=O)[nH]1)N1CCN(C)CC1 (stereo not drawn)	1%	-13%	0%	9%	12%	-15%	24%[38.3 µM]
CCCCN(C)CCCNC(=O)CCn1nc(-c2ccccc2)ccc1=O	-19%	-12%[0.074 µM]	-4%	7%	3%	4%	-5%[38.3 µM]
Cc1cc(C(F)(F)F)c(C#N)c(SCC(=O)Nc2nc3cc(Br)ccc3s2)n1	0%	6%[10 µM]	4%	-4%	55%[activator]	-12%	-5%
CCCCNC(=O)C1CCCN(S(=O)(=O)c2ccc(-n3cnnn3)cc2)C1 (stereo not drawn)	8%	10%	-5%	0%	-7%	1%	-20%[38.3 µM]
CCn1c(SCC(N)=O)nnc1-c1ccc2[nH]c(C)c(C)c2c1	-2%	-10%[0.074 µM]	2%	-1%	0%	-11%	28%[38.3 µM]
CC(C)CC(=O)Nc1nnc(SCC(=O)Nc2ccc(F)cc2)s1	-14%	-3%[10 µM]	6%	3%	-12%	26%	7%
O=C(NC(=S)Nc1cc(C(F)(F)F)ccc1N1CCOCC1)c1ccc(-c2cccc(Cl)c2)o1	2%	-16%[10 µM]	3%	-7%	21%	-3%	-3%
COc1ccc(C(=O)Nc2ccc(S(=O)(=O)NC(C)=O)cc2)cc1[N+](=O)[O-]	5%	-23%	?	-5%	-3%	-3%	9%
Cc1nc(CN(C)C(=O)c2cc(COc3c(F)cccc3F)on2)cs1	-6%	12%[10 µM]	-3%	5%	12%	2%[9.22 µM]	6%
CCOP(=O)(/C(C#N)=C(/O)c1ccccc1)c1ccccc1 (stereo not drawn)	4%	13%[10 µM]	.	-10%	7%	2%[9.22 µM]	.
COc1ccccc1NC(=O)N1CCn2c(nc3ccccc32)C1	3%	-15%	0%	5%	0%	4%	-6%[38.3 µM]
